Assay outcomes deposited in PubChem by several laboratories.
ABHD5-PLIN5 inh: ABHD5-PLIN5 interaction inhibitors, primary screen, cell lysate, split luciferase complementation, luminescence; 360,000 tested, 0.78% active; inhibition, % at 4 µM; Perilipin-5 (Homo sapiens) + 1-acylglycerol-3-phosphate O-acyltransferase ABHD5 (Homo …; Split G. princeps luciferase complementation, 4 h; AID 602281, 2012;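 active = inhibition above the mean inhibition across every tested compound plus 3 SD, cut at about 22% in these data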;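 note: 0% = DMSO only wells and the 100% control is not disclosed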
Exocytosis inh: LAMP-1 surface exposure blockers, TALL-104 cells – cell-based, flow cytometry, MLPCN library, primary screen. TALL-104 LAMP-1 surface exposure; cells stimulated with thapsigargin and PMA. inhibition, % at 10 µM. 360,000 tested, 0.66% active. AID 651702, 2012;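 active = inhibition above about 55%, limit read from the data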
LRH-1 inv ag: LRH-1 (NR5A2) inverse agonists, primary screen, cell-based, luminescence, HEK293T, StAR-luciferase reporter | Nuclear receptor subfamily 5 group A member 2 (Homo sapiens), O00482 | inhibition, % at 3.6 µM | LRH-1 transfected, 24 h | 360,000 tested, 0.13% active;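 active = inhibition above the mean inhibition of all tested compounds plus 3 SD, cut at about 73% in these data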;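 note: 0% = DMSO wells and 100% = reporter-only cells lacking LRH-1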
NCOA2 inhibitor: inhibition of GAL4-SRC2 driven luciferase reporter, primary screen, SRC2 inhibitor project, cell-based, luminescence. HEK293 GAL4-SRC2 luciferase reporter. inhibition, % at 9 µM. 370,000 tested, 0.17% active;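 active = inhibition above the mean inhibition of all tested compounds plus 3 SD, set per campaign, cut at about 52% in these data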;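 note: 0% = DMSO treated cells and 100% = cells given Gossypol at 36 µM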
NR2F2 inh: NR2F2 transcriptional activity inhibitors, primary screen, cell-based, luciferase reporter, HEK293T, luminescence; 370,000 tested, 0.7% active; HEK293T NGFI-A luciferase reporter; COUP transcription factor 2 (Homo sapiens), P24468; inhibition, % at 8.6 µM; AID 686940, 2013;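 active = inhibition above a per-plate cutoff, mean inhibition of test wells between control levels plus 3 SD, cut at about 38% in these data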;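 note: cells cotransfected with COUP-TFII expression vector driving the NGFI-A reporter; 0% = median of COUP-TF2 test wells and 100% = reporter-only cells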
TLR9-MyD88 block: inhibitors of TLR9-MyD88 association in cells, primary screen, cell-based, CHO, BLA complementation, fluorescence; Toll-like receptor 9 (Homo sapiens) + Myeloid differentiation primary response protein …; inhibition, % at 4.98 µM; 340,000 tested, 0.21% active; CCF4 FRET ratio;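 active = inhibition above the mean over all tested compounds plus 3 SD, cut at about 21% in these data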;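 note: 0% = DMSO only wells and 100% = clavulanate BLA inhibitor control wells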
NOD2-RIPK2 inh: NOD2-RIPK2 binding disruptors in cells, primary screen, fluorescence, CHO cells, BLA complementation; 360,000 tested, 0.38% active; CCF4 ratio; AID 624267, 2012; inhibition, % at 4.98 µM; Receptor-interacting serine/threonine-protein kinase 2 (Homo sapiens), O43353; in the data active = inhibition above about 21%;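 note: 0% = vehicle only and 100% = reference blocker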
TWEAK-Fn14 inh: inhibitors of TWEAK-Fn14 signaling, primary screen, luciferase reporter cells, uHTS; TWEAK-stimulated Fn14 reporter cells, luciferase luminescence, 8 h; inhibition, % at 10 µM; 360,000 tested, 2% active; AID 1159606, 2016; in the data active = inhibition above about 50%
NCOA3 inh: SRC3 coactivator transcriptional activity inhibitors, primary screen, cell-based, luminescence; Nuclear receptor coactivator 3 (Homo sapiens), Q9Y6Q9; HEK293 GAL4-SRC3 luciferase reporter; inhibition, % at 3.6 µM; 360,000 tested, 0.17% active;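 active = inhibition above a per-campaign cutoff, the mean of all compounds plus 3 SD, cut at about 60% in these data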;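 note: 0% = DMSO-treated cells and 100% = gossypol-treated cells at 36 µM; higher means less SRC3-driven luciferase light from the GAL4 reporter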
Target sequence (Q9Y6Q9 whole entry, looked up, the tested form may be a part): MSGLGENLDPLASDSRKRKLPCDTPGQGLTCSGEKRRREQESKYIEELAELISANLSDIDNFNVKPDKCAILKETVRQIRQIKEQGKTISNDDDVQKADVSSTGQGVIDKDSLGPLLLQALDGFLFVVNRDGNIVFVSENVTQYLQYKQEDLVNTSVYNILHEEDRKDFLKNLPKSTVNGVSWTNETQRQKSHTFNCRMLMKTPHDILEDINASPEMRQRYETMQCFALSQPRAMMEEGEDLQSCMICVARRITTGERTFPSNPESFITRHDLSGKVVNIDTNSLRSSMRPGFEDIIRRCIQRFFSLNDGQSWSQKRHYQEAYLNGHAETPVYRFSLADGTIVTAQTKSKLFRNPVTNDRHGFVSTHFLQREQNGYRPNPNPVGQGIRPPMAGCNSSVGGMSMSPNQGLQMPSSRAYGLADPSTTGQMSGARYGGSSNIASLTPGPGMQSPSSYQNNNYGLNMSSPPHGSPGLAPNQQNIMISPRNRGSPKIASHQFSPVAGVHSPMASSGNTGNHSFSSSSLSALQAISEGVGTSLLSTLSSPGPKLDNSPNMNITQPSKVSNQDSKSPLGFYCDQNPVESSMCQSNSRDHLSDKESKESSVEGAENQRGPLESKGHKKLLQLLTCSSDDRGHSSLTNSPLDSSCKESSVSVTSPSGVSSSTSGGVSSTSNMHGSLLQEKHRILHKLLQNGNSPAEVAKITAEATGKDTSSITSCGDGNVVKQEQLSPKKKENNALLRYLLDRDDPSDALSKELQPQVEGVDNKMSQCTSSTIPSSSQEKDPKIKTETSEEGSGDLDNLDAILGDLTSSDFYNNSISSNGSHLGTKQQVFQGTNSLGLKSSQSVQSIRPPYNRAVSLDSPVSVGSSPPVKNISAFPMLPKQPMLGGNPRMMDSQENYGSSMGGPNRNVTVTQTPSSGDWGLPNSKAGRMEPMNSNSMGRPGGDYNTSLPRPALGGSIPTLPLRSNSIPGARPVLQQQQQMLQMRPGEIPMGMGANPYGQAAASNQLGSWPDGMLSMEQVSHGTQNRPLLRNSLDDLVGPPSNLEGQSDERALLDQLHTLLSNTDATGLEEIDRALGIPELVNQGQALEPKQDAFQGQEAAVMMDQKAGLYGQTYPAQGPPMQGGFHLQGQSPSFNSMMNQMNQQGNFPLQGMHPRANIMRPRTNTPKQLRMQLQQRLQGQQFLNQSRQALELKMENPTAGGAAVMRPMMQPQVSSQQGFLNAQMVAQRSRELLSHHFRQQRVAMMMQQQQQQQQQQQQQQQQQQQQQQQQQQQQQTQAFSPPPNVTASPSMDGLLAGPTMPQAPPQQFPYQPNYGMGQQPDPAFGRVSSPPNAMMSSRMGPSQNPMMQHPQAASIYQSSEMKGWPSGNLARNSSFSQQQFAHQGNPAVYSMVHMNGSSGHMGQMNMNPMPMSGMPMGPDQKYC
TROY signal inh: inhibitors of TROY-driven NF-kB signaling, primary screen, Q293 LMP1-TROYcd cells, NF-kB luciferase, uHTS; Q293 LMP1-TROYcd NF-kB luciferase reporter, 4 h; inhibition, % at 10 µM; 360,000 tested, 0.98% active;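 active = compounds whose plate-normalised and pattern-corrected inhibition of the luciferase reporter signal at the single screening dose is 50% or more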
SRC1 inh: SRC1 coactivator transcriptional activity inhibitors, primary screen, cell-based, luminescence; AID 588354, 2011; Nuclear receptor coactivator 1 (Homo sapiens), Q15788; HEK293 GAL4-SRC1 luciferase reporter; 360,000 tested, 0.12% active; inhibition, % at 3.6 µM;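 active = inhibition above the campaign mean plus 3 SD, with each screening campaign given its own cutoff, cut at about 60% in these data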;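 note: 0% = DMSO treated cells and 100% = gossypol at 36 µM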
* hit, by the source's call; . = no result given. Only part of the results is shown; count on the stated rates, not on these rows.

canonical_smiles	ABHD5-PLIN5 inh	Exocytosis inh	LRH-1 inv ag	NCOA2 inhibitor	NR2F2 inh	TLR9-MyD88 block	NOD2-RIPK2 inh	TWEAK-Fn14 inh	NCOA3 inh	TROY signal inh	SRC1 inh
O=C(O)c1cc(C(=O)O)cc(N2C(=O)CSC2=S)c1	-10	-1	14	-19	-10	4	-12	16	1	-5	-40
C/C(Cc1ccccc1)=N\NC(=O)c1cccnc1	-6	1	2	-2	-2	6	-10	1	-19	-9	-10
CCC1(CC(C)C)SC(N)=NC1=O (stereo not given)	-1	-2	5	2	1	-7	-4	4	-8	-2	-18
NS(=O)(=O)c1ccc(CCNC(=O)CNC(=O)c2ccccc2Br)cc1	-1	-8	-9	-9	4	0	4	51*	-1	1	-4
Cc1nc(COc2cccc(Cl)c2)sc1C(=O)/C=C/N(C)C	6	7	-7	-17	-15	-2	-4	-26	-5	-61	-16
Cc1n[nH]c(=O)nc1NCC1CCCO1 (stereo not given)	-5	-2	10	-2	-15	-10	-7	-14	12	-23	-12
COC(=O)[C@]1(Sc2ccc(C)cc2)CC(=O)N[C@@H]1c1ccco1	3	-1	-8	4	-17	.	-15	13	.	-6	.
COc1ccc(C2c3ccc(O)cc3Oc3ncn4nc(-c5cccnc5)nc4c32)cc1OC (stereo not given)	7	3	13	-9	-2	-1	-6	18	3	35	8

The listing continues.
canonical_smiles	ABHD5-PLIN5 inh	Exocytosis inh	LRH-1 inv ag	NCOA2 inhibitor	NR2F2 inh	TLR9-MyD88 block	NOD2-RIPK2 inh	TWEAK-Fn14 inh	NCOA3 inh	TROY signal inh	SRC1 inh
COCCn1c(SCc2nc3cc(OC)c(OC)cc3c(=O)[nH]2)nnc1-c1ccncc1	4	-3	0	7	3	-3	-10	-7	3	2	-12
O=C(CSc1nccn1-c1ccccc1)NO	4	0	-8	-28	-2	-15	-4	2	-1	0	-8
Cc1cc(C)c(C)c(S(=O)(=O)N[C@@H](C)C(=O)OCC(=O)NC2CCCC(C)C2C)c1C (stereo not given in full)	-8	-5	6	-5	1	6	10	-15	14	7	1
Cc1ccc(C(=O)C(C)OC(=O)c2ccccc2[N+](=O)[O-])cc1 (stereo not given)	-5	-2	-138	-79	-70	-8	-2	3	-112	-11	-190
Brc1cccc(CNn2cnnc2)c1	4	3	-2	-42	-5	2	1	-2	21	17	-10
CC1CCCC(C)N1C(=O)COC(=O)c1ccc2ccccc2n1 (stereo not given)	2	-2	21	-13	1	-2	-7	8	12	-45	6
Cc1ccc(S(=O)(=O)CCC(=O)OCC(=O)c2ccc(F)cc2)cc1	-1	1	-7	-6	13	0	-16	-10	3	-11	-5
CN(CCC1CCCCO1)C(=O)CCc1nnc(C2CCCCC2)o1 (stereo not given)	4	0	-31	5	-13	-1	6	-11	-9	-46	0

New compounds follow
canonical_smiles	ABHD5-PLIN5 inh	Exocytosis inh	LRH-1 inv ag	NCOA2 inhibitor	NR2F2 inh	TLR9-MyD88 block	NOD2-RIPK2 inh	TWEAK-Fn14 inh	NCOA3 inh	TROY signal inh	SRC1 inh
CC(=O)OCC(=O)c1ccc2ccn(C(C)=O)c2c1	2	0	-16	-19	6	-4	-2	-7	4	-32	14
Cc1ccc(N2C(=O)N(CC(=O)NCc3ccc(Cl)cc3)C(=O)C2C)cc1 (stereo not given)	1	1	-5	-37	-10	-12	2	0	18	7	6
CC(C)(C)c1ccc(NC(=O)CC2(C(F)(F)F)OCCO2)cc1	-9	3	-67	-51	-68	-5	-1	-15	-65	-46	-69
CN(CC(=O)Nc1cccc(F)c1)CC(=O)N(C)c1c(N)n(Cc2ccccc2)c(=O)[nH]c1=O	8	-1	8	7	-10	-10	-13	4	-22	-2	4
CC(C(=O)Nc1ccccc1-c1ccccc1)N(C)Cc1nc2ccccc2c(=O)[nH]1 (stereo not given)	0	0	-5	-15	7	8	-4	1	3	-4	-12
CCS(=O)(=O)Nc1ccc(-c2nnc(SCC(=O)c3cccc(OC)c3)o2)cc1	0	0	-21	.	.	-17	4	-31	-6	-11	-1
COC(=O)Cn1cnc2c1c(=O)n(C)c(=O)n2C	-5	-1	0	-15	2	-4	3	6	6	18	16
O=C(COc1ccc(S(=O)(=O)NCc2ccccc2)cc1Cl)NCc1ccccn1	1	3	14	8	-13	13	-2	-1	15	12	0

(next part)
canonical_smiles	ABHD5-PLIN5 inh	Exocytosis inh	LRH-1 inv ag	NCOA2 inhibitor	NR2F2 inh	TLR9-MyD88 block	NOD2-RIPK2 inh	TWEAK-Fn14 inh	NCOA3 inh	TROY signal inh	SRC1 inh
Cc1cnc(Nc2nc3ccccc3o2)nc1C(=O)Nc1cccc(C(F)(F)F)c1	-6	1	-6	-8	0	-4	2	47	-11	15	-22
COc1ccc(C(O)c2nc(-c3ccc4c(c3)OCO4)cs2)cc1 (stereo not given)	4	-12	0	-40	-16	.	5	-15	4	-27	-11
O=C(COc1ccccc1)NCC(=O)N/N=C/c1ccc(O)cc1O	3	2	-2	-12	5	-6	-2	1	14	20	9
CC(=O)Nc1nnc(S(=O)(=O)N2CCN(c3ccc(Cl)cc3[N+](=O)[O-])CC2)s1	14	-3	-9	-6	-17	2	13	-20	28	-6	23
Cc1nn(C)c(C)c1S(=O)(=O)N1CCCC(C(=O)NCCc2ccc(Cl)cc2)C1 (stereo not given)	-2	9	-12	0	-13	-6	-6	1	-7	0	-15
Cc1ccc(S(=O)(=O)N2C[C@@H]3[C@H]4CC[C@H](C4)[C@@H]3[C@@H](C)[C@@H]2c2ccco2)cc1	2	-3	-4	3	-11	-2	-12	18	-1	7	7
Cc1ccc(C)c(OCCC(=O)OCC(=O)NC(=O)NC2CCCCC2)c1	8	39	-7	6	3	4	3	-1	2	-1	5
CC(NC(=O)CCn1c(=S)[nH]c2ccsc2c1=O)c1ccccc1 (stereo not given)	2	0	3	8	-4	9	6	23	13	-5	-65

Next compounds:
canonical_smiles	ABHD5-PLIN5 inh	Exocytosis inh	LRH-1 inv ag	NCOA2 inhibitor	NR2F2 inh	TLR9-MyD88 block	NOD2-RIPK2 inh	TWEAK-Fn14 inh	NCOA3 inh	TROY signal inh	SRC1 inh
COC(=O)C1(C(F)(F)F)N=C(N(C)C)OC(N(C)C)=N1	3	0	5	3	-9	1	-4	9	13	4	-2
O=C(CSCc1c(Cl)cccc1Cl)NCc1ccccn1	-1	-2	-23	18	18	-15	-2	-3	-27	-5	-1
Clc1ccc2c(N/N=C/c3ccc(Br)cc3)ccnc2c1	-6	37	-33	4	-1	-4	6	-37	-17	-3	6
CN(C(=O)CCCN1C(=O)c2cccc3cccc(c23)C1=O)c1ccccc1	-4	-1	-37	-1	-11	7	4	-16	13	-1	-8
CC(=O)NC1=NN(C(C)=O)C(c2ccccc2)S1 (stereo not given)	-1	-1	-10	-6	-7	10	2	-5	-16	6	6
Cc1csc(NS(=O)(=O)c2ccc(Cl)cc2)n1	8	0	0	0	6	-11	6	1	10	2	1
CCc1ccc(CNC(=O)CCc2nnc(CCc3ccc(OC)cc3)o2)nc1	-4	-4	-6	-68	-13	-3	-5	4	9	13	-22
O=C(Nc1ccc2oc(=O)c(C(=O)O)cc2c1)Oc1ccccc1	11	-20	13	39	-2	-7	-5	-1	7	-9	-10
Cc1cc(C[n+]2ccccc2)c2nsnc2c1	1	2	3	3	5	-3	-5	10	2	-5	-8
CN(Cc1ccccc1)C(=O)c1nc[nH]c1C(=O)N1CCN(C(=O)OC(C)(C)C)CC1	-2	8	6	-13	-11	8	10	5	4	3	-4

9 structures from above, arranged by number of heavy atoms, low to high.
canonical_smiles	ABHD5-PLIN5 inh	Exocytosis inh	LRH-1 inv ag	NCOA2 inhibitor	NR2F2 inh	TLR9-MyD88 block	NOD2-RIPK2 inh	TWEAK-Fn14 inh	NCOA3 inh	TROY signal inh	SRC1 inh
Cc1csc(NS(=O)(=O)c2ccc(Cl)cc2)n1	8	0	0	0	6	-11	6	1	10	2	1
CC(=O)NC1=NN(C(C)=O)C(c2ccccc2)S1 (stereo not given)	-1	-1	-10	-6	-7	10	2	-5	-16	6	6
COC(=O)C1(C(F)(F)F)N=C(N(C)C)OC(N(C)C)=N1	3	0	5	3	-9	1	-4	9	13	4	-2
Clc1ccc2c(N/N=C/c3ccc(Br)cc3)ccnc2c1	-6	37	-33	4	-1	-4	6	-37	-17	-3	6
O=C(Nc1ccc2oc(=O)c(C(=O)O)cc2c1)Oc1ccccc1	11	-20	13	39	-2	-7	-5	-1	7	-9	-10
Cc1ccc(C)c(OCCC(=O)OCC(=O)NC(=O)NC2CCCCC2)c1	8	39	-7	6	3	4	3	-1	2	-1	5
CN(C(=O)CCCN1C(=O)c2cccc3cccc(c23)C1=O)c1ccccc1	-4	-1	-37	-1	-11	7	4	-16	13	-1	-8
CCc1ccc(CNC(=O)CCc2nnc(CCc3ccc(OC)cc3)o2)nc1	-4	-4	-6	-68	-13	-3	-5	4	9	13	-22
CN(Cc1ccccc1)C(=O)c1nc[nH]c1C(=O)N1CCN(C(=O)OC(C)(C)C)CC1	-2	8	6	-13	-11	8	10	5	4	3	-4
